Granule exo inh – LAMP-1 surface exposure blockers, TALL-104 cells – cell-based, flow cytometry, MLPCN library, primary screen; 0.66% of 360,000 active; inhibition, % at 10 µM; TALL-104 LAMP-1 surface exposure; cells stimulated with thapsigargin and PMA;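 active means inhibition above about 55%, limit read from the data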
Cardio protect – cardioprotection against H2O2-induced cell death, primary screen, uHTS, H9c2 cells, ATPLite luminescence; H9c2 cardiomyocytes, H2O2 injury protection, 2 h; protection from H2O2 cell death, % at 20 µM; 0.63% of 360,000 active; AID 588492, 2011;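 active means compounds giving at least 50% protection of heart cells from peroxide-induced death in the single-dose screen, raw or plate-pattern-corrected value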;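 further: 0% = DMSO wells with peroxide and 100% = DMSO wells without peroxide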
aDG glyco act – activators of alpha-DG glycosylation, primary screen, uHTS, Pro5-aDG cells, AlphaScreen; alpha-DG glycosylation AlphaScreen (IIH6); 0% Pro5, 100% B10-LARGE cell signal; activation, % at 10 µM; 0.22% of 360,000 active;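 active means activation of at least 8% versus controls, or a plate z-score of at least 8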;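 further: Pro5 are CHO cells carrying HIG-tagged alpha-DG that lacks glycosylation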
N-glyco inh – increase of ERlucT glycosylation luciferase signal, primary screen, N-linked glycosylation inhibitor project, D54 ERlucT cells, luminescence, set 2; D54 ERlucT glycosylation luciferase reporter, 24 h; percent of 100 nM tunicamycin response; reporter increase, % at 12.5 µM; 0.23% of 360,000 active; AID 588692, 2011;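 active means mean luciferase reporter signal, scaled so untreated is 0 and the glycosylation-blocking control 100, at or above a set limit in every replicate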;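 further: luciferase carries N-glycosylation sites so blocking glycosylation raises the light; 0% = median of neutral control wells and 100% = median of 100 nM tunicamycin wells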
ABCB6 inh MLPCN – ABCB6 transporter inhibitors, primary screen, K562-ABCB6 cells, flow cytometry, MLPCN library; ATP-binding cassette sub-family B member 6 (Homo sapiens), Q9NP58; K562-ABCB6 porphyrin accumulation, 1 h; stronger effect = lower value; fluorescence ratio to DMSO, % at 10 µM; 0.19% of 360,000 active; AID 602162, 2011;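 active means fluorescence ratio to DMSO below 75%, the collection mean minus 3 SD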;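 further: signal is porphyrin accumulated inside mitochondria; 100% equals median channel fluorescence of DMSO control wells; lower ratio means ABCB6 inhibition with less porphyrin fluorescence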
Target sequence (Q9NP58 whole entry, looked up): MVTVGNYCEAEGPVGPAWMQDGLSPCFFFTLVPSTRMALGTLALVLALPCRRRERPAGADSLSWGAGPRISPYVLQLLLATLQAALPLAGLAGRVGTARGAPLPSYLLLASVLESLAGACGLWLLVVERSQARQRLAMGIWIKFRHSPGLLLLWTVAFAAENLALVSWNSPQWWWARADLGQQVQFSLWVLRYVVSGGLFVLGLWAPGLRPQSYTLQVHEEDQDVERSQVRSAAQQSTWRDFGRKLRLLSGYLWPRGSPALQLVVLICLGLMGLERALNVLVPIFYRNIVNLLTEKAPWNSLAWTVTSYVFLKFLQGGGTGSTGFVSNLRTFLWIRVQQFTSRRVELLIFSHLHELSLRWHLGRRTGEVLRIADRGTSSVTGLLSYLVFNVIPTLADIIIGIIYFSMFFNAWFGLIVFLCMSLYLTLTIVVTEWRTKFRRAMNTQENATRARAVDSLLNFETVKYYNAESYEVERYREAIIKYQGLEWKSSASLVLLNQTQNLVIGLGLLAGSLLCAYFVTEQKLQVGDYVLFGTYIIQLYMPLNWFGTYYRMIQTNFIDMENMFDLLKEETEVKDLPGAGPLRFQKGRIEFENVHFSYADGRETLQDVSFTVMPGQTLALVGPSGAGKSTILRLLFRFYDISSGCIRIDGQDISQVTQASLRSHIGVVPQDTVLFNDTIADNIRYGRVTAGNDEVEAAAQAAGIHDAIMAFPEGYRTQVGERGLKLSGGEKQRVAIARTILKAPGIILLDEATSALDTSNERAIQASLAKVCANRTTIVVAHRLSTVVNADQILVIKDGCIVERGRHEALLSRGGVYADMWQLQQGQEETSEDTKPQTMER
m5-HT2A agonist – mouse Htr2a agonists via beta-arrestin recruitment, primary screen, cell-based, luminescence. 5-hydroxytryptamine receptor 2A (Mus musculus), P35363. CHO-K1 mHTR2A beta-arrestin complementation; percent of 30 µM serotonin response. activation, % at 7.6 µM. 0.66% of 360,000 active. AID 624169, 2012;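 active means activation above a run cutoff, the mean activation of all tested compounds plus 3 SD, cut at about 14% in these data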;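 further: 0% = plate median of compound wells and 100% = 30 µM serotonin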
iPSC survival up – enhancers of single-cell hiPSC survival, primary screen, ATPlite luminescence; 100% = ROCK inhibitor wells, 0% = DMSO; survival enhancement, % at 20 µM; 0.044% of 360,000 active; in the data active means survival enhancement above about 18%;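 further: cells exposed to compounds for 16 hours before the ATP read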
PDI turbidity – inhibitors of human PDI, primary screen, biochemical, turbidity, single point, plate reader; Protein disulfide-isomerase (Homo sapiens), P07237; PDI insulin aggregation turbidity, A650, 90 min; inhibition, % at 10 µM; 0.052% of 350,000 active; AID 588391, 2011;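 active means mean inhibition across replicates of 30% or more, whatever share of single replicates reach that level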;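 further: absorbance from insulin aggregation driven by PDI reduction with DTT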
Vif inh – HIV Vif self-association inhibitors, primary screen, imaging, HEK293T, single point. AID 602346, 2012. HEK293T cells, Vif self-association by quenched fluorescence, 24 h. inhibition, % at 7.49 µM. 0.35% of 340,000 active; in the data active means inhibition above about 50%, passing the limit was not always enough; further: some results filed as inactive read as strong as hits
CaV13 FRET inh – Primary screen for inhibitors of IQ motif and Ca2+-dependent inactivation inhibitor domain binding in CACNA1D, Förster resonance energy transfer in living cells, …; 0.098% of 340,000 active; inhibition, % at 12.3 µM; AID 743397; HEK cells, CFP/YFP FRET ICDI-IQ, plate reader, 10 min; percent FRET-ratio fall versus neutral wells;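 active means mean replicate inhibition of at least 30% and at least 1% of replicates passing that level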;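 further: 0% = median of the neutral control wells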
* hit, by the source's call; x = no result given.

SMILES	Granule exo inh	Cardio protect	aDG glyco act	N-glyco inh	ABCB6 inh MLPCN	m5-HT2A agonist	iPSC survival up	PDI turbidity	Vif inh	CaV13 FRET inh
CC1CCCCN1C(=O)CN1C(=O)CSc2ccc(S(=O)(=O)N3CCOCC3)cc21 (stereo not given)	0	3	0.3	1	93	-2	0.9	-1	20	-3
CCCCCNC(=O)c1ccc2c(=O)n(CC3CCCO3)c(=O)[nH]c2c1 (stereo not given)	-2	8	-0.1	-2	96	-3	-0.9	0	1	-4
CC(NC(=O)CSC(=S)N(C)C)C12CC3CC(CC(C3)C1)C2 (stereo not given)	-4	2	-0.2	2	90	7	-0.8	-2	-4	-4
S=C(NCc1ccccn1)Nc1ccc(Br)cc1Cl	2	-2	-0.1	2	80	2	-0.1	13	-16	-4
O=C(CSc1nnc(-c2ccncc2)n1-c1ccc(F)cc1)NC(=O)NCc1ccco1	-1	-3	0.1	-2	100	-5	-0.9	-4	-8	-8
Nc1ncnc(NC2CCS(=O)(=O)C2)c1[N+](=O)[O-] (stereo not given)	-8	-9	0.0	-6	101	-4	-0.4	-2	-4	-2
CC(=O)Nc1ccc(C(=O)CSc2nnc3scc(-c4ccccc4)n23)cc1	2	5	-0.1	0	102	-1	1.0	0	x	-6
O=C(COC(=O)CCC(=O)c1ccc(Cl)cc1)NCC1CCCO1 (stereo not given)	-4	-1	0.3	0	101	1	0.6	-12	-4	-6
CCN(CC)C(=O)[C@H]1C[C@H](CC(=O)NCCc2ccccn2)C(=O)N2CCc3c([nH]c4ccc(Cl)cc34)[C@]12C	-3	0	0.0	3	104	2	4.0	6	-6	-8
CCOc1ccc(C(=O)CCC(=O)Nc2ccncc2)cc1	3	-7	0.0	2	109	-3	0.2	-4	-8	-5
CCOc1ccc(OCC)c(NS(=O)(=O)c2ccc3c(c2)n(C)c(=O)c(=O)n3C)c1	-1	-2	0.0	2	98	0	0.8	0	10	-6
CC1CCCCN1Cc1c(O)ccc2c(=O)c(-c3nc4ccccc4s3)c(N)oc12 (stereo not given)	50	28	-0.2	5	89	-6	-1.5	-1	0	6
COc1cccc(CNc2nc3cc(-c4ccccc4C)sc3c(=O)n2C)c1OC	-2	-14	0.3	-2	97	1	1.2	-5	-6	-7
CC(=O)N=c1sc2ccccc2n1C	1	5	-0.1	2	96	5	-1.7	-1	1	-6
Cc1c(-c2nnnn2-c2ccc(F)cc2)cnc2cc3c(cc12)OCO3	1	5	0.1	1	101	1	-3.7	1	-4	-4
Sc1oc(-c2ccccc2)cc1C=Nc1ccccc1	7	0	-0.2	3	104	-1	-1.8	9	-3	-9
C=CCNCCCCOc1ccc(OCc2ccccc2)cc1	-7	-4	4.0	-10	91	-3	-1.9	9	-1	-6
CCOc1ccc(/C(O)=C2\C(=O)C(=O)N(CCN(C)C)C2c2cccc(OC)c2OC)cc1Cl (stereo not given)	8	4	0.0	0	96	-2	-0.7	7	-4	0
COc1ccc(OC)c(S(=O)(=O)Nc2ccc3oc4c(c3c2)C(=O)CCC4)c1	-4	5	0.2	-1	100	0	-1.1	0	-17	-4
O=C(CN1CCCSc2ccccc21)N1CCN(S(=O)(=O)c2ccccc2)CC1	-1	5	0.2	-2	101	-4	0.1	4	-3	-4

The final 3 records of the section above are carried over, then new ones follow:
SMILES	Granule exo inh	Cardio protect	aDG glyco act	N-glyco inh	ABCB6 inh MLPCN	m5-HT2A agonist	iPSC survival up	PDI turbidity	Vif inh	CaV13 FRET inh
CCOc1ccc(/C(O)=C2\C(=O)C(=O)N(CCN(C)C)C2c2cccc(OC)c2OC)cc1Cl (stereo not given)	8	4	0.0	0	96	-2	-0.7	7	-4	0
COc1ccc(OC)c(S(=O)(=O)Nc2ccc3oc4c(c3c2)C(=O)CCC4)c1	-4	5	0.2	-1	100	0	-1.1	0	-17	-4
O=C(CN1CCCSc2ccccc21)N1CCN(S(=O)(=O)c2ccccc2)CC1	-1	5	0.2	-2	101	-4	0.1	4	-3	-4
N#CC(C#N)=C(Nc1ccccc1)c1ccccc1	2	-1	0.2	-1	94	-1	0.4	22	21	5
Cc1cc(N2CCN(C)CC2)nc2ccc(NC(=S)NCCCN3CCc4ccccc4C3)cc12	59*	7	0.8	0	96	-9	-0.4	-1	-3	-18
Cn1ncc2c(Nc3ccccc3Cl)nc(Cl)nc21	-8	-3	0.8	0	96	-2	0.3	-1	-2	-9
COc1ccc(S(=O)(=O)N2CCCCCC2)cc1C(=O)N(C)CC(=O)Nc1ccccc1Br	1	-3	0.0	2	85	8	-0.3	11	-10	-7
COCCNc1cc(C)nc2c(-c3ccccc3OC)c(C)nn12	0	4	0.0	2	101	0	-1.6	0	16	-6
CCC(=O)c1ccccc1OCCCN1CCC(Cc2ccccc2)CC1	65*	-16	0.9	-1	90	-3	-0.5	5	7	-5
CCc1cc2c(cc3c(=O)n(CC(=O)NCCCN4CCCCCC4)nc(CC)n32)s1	-5	2	-0.1	0	98	-7	-0.1	5	-1	-7
CC(=O)/C=C(\C)Nc1ccccc1O	-2	-22	0.9	3	101	4	-0.3	7	3	-16
Cc1ccc(-n2nc(C)c(C(=O)N3CCN(C(=O)c4ccco4)CC3)c2-n2cccc2)cc1	3	2	0.1	3	99	4	-0.3	-2	-4	-16
COc1ccc(/C=C/C(=O)O)cc1S(=O)(=O)N1CCc2ccccc2C1	0	8	0.1	1	100	1	1.3	2	3	10
CCC1CCCCN1CCCNC(=O)Cn1ncn2nc(-c3ccc(OC)cc3)cc2c1=O (stereo not given)	1	-1	0.1	-3	97	2	-0.5	0	9	-5
Cn1cc(C(=O)c2ccccc2C(=O)O)cc1C(=O)C(Cl)(Cl)Cl	-5	17	-0.1	6	98	5	1.1	4	-7	-13
COc1ccc(NC(=O)CN(C)C(=O)C(C)N2C(=O)c3ccccc3C2=O)cc1 (stereo not given)	1	0	0.0	2	100	-1	0.0	3	-3	-7
O=C(COC(=O)c1ccco1)c1ccccc1	-1	-13	0.1	0	88	-5	-0.7	1	-19	-7
CN(C)CCn1c2c(c(SCC(=O)Nc3ccc4c(c3)OCCO4)nc1=O)CCC2	-2	3	0.0	-1	97	3	-0.5	11	-1	-6
C[C@@H](NC(=O)c1nc[nH]c1C(=O)N[C@@H](Cc1ccccc1)C(=O)OC(C)(C)C)c1ccccc1	15	29	0.2	-3	94	2	1.9	6	-2	-5
Clc1ccc(SCc2cn3ccccc3n2)cc1	3	-11	0.4	-2	91	-6	1.5	-3	-4	-3
CCCCOc1ccc(SCCCN2CCOCC2)cc1	-1	-6	0.1	-2	98	-1	-1.0	3	5	-6
CCN(CC(=O)Nc1cccc(S(=O)(=O)N(C)c2ccccc2)c1)Cc1cccs1	-2	-6	0.2	-6	99	3	-0.7	11	-13	-18
CN(C)c1ccc(NS(=O)(=O)c2cccc(Cl)c2)cc1	1	-8	-0.1	-3	92	-1	1.0	-13	2	-5
Cn1c(C(=O)N2CCN(c3ccc(F)cc3)CC2)cc2ccccc21	-4	2	0.1	0	97	-7	0.1	-2	3	-6
COc1ccc(NC(=O)C=C(C)C)cc1Cl	3	2	-0.1	-4	99	0	-1.3	2	-1	-8
CCN(CC)C(=O)Cn1cc(SCC(=O)NC)c2ccccc21	1	-5	-0.1	1	94	0	0.8	-2	-6	-1
C[C@@H](C(=O)N1CCN(C(=O)OC(C)(C)C)CC1)n1cc(CCCN=C(NC(=O)OC(C)(C)C)NC(=O)OC(C)(C)C)nn1	-2	1	-0.1	2	97	-1	-1.5	1	-5	-11
CC(=O)Nc1ccc(CN2CCCCCCC2)cc1	-2	-1	0.2	1	90	-5	1.3	9	-2	-4
Cc1ccc2oc(=O)c3cnn(CC(=O)N4CCc5ccccc5C4)c3c2c1	-1	38	0.0	-5	87	7	0.1	x	10	-2
COc1ccc(Cc2c(-c3ccco3)nc3ccc(Br)cn23)c(C)c1	41	-6	0.3	3	102	1	0.2	x	x	-8
CCc1nn(CC(=O)NC(C)CCc2ccccc2)c(=O)c2cc3occc3n12 (stereo not given)	12	3	0.2	1	98	7	0.3	4	-2	-3
CSC(=NC(C)c1ccccc1)NS(=O)(=O)c1cccs1 (stereo not given)	4	-2	0.4	0	102	-2	-0.2	2	-1	-20
CC(=C1C(=O)c2ccccc2C1=O)N1CCN(CCN=CC2=C(O)CC(C)(C)CC2=O)CC1	0	-4	-0.2	1	103	5	-0.3	11	2	-4
COc1cc(/C=C/C(=O)OCC(=O)NCc2cccs2)ccc1OC(F)F	2	2	-0.2	3	98	-1	-0.6	5	13	-5
CCCN1Cc2cccc(C(=O)NC(CC(=O)OCC)c3ccc(OC(C)C)cc3)c2C1=O (stereo not given)	-1	-1	-0.2	0	99	-1	1.4	7	-5	-6
Cc1cccc(N2CCN(C(=O)CCCn3c(=O)c4cccn4c4cccnc43)CC2)c1C	9	36	-0.6	-4	83	1	0.4	3	-6	-2
COC(=O)c1ccccc1NC(=O)CSc1nnnn1C	0	1	-0.2	-2	88	3	-2.0	1	-14	0
CC1(C)CC[C@]2(C(=O)O)CC[C@]3(C)C(=CCC4[C@]56CC[C@@](O)(OC5)C(C)(C)C6CC[C@]43C)C2C1 (stereo not given in full)	-8	-5	0.1	-1	95	4	-1.6	x	-19	x
O=C(CSc1ccc2c(c1)OCCO2)Nc1ccc(Cl)cn1	-4	-5	-0.1	0	100	9	-0.7	-7	-5	-6
CC(C)CN1C(=O)C(=O)N(CC(=O)NCc2ccc3c(c2)OCO3)C1=O	-1	-2	0.0	1	106	5	-1.5	-4	x	x
COc1cccc(C(=O)Nc2cc(=O)n(C)c(=O)n2C)c1	-1	6	0.0	2	101	-2	-0.2	6	5	-6
Cc1cc2ncc(-c3ccc(Cl)cc3)cn2n1	5	-11	0.0	-5	101	8	0.2	-3	-7	4
COc1ccc(Cn2ccnc2)cc1[N+](=O)[O-]	-1	6	0.0	2	107	-4	3.2	2	-1	-6
Nc1cc(N2CCCC2)c(Cl)cc1[N+](=O)[O-]	0	-10	0.0	0	93	4	0.4	5	5	-3
COc1ccc(OCC(=O)Nc2ccc(S(=O)(=O)Nc3cc(C)on3)cc2)cc1	0	4	0.2	0	103	5	0.1	0	1	x
CC(C)[C@H](NS(=O)(=O)c1ccc2c(c1)OCCO2)C(=O)OCC(=O)Nc1ccccc1	0	25	0.0	1	98	2	0.8	-4	-10	-8
COc1ccc(OC)c(CN2CCN(CC(=O)Nc3ccccc3C(=O)NC3CC3)CC2)c1	-7	15	-0.5	-1	100	3	-0.9	28	3	-2
Cn1c(=O)[nH]c(=O)c2c1nc(N(CCO)Cc1ccccc1)n2Cc1ccccc1Cl	-4	0	0.3	7	100	6	-0.3	5	-9	-6
Nc1nc(F)cc(N2CCCCCC2)n1	1	-6	0.8	-3	89	1	-0.4	5	-2	-19
